Source: PubChem (Broad Institute)
ERp5 inh = inhibitors of human ERp5; Q15084; ERp5 insulin aggregation, absorbance 650 nm, 90 min; inhibition, % at 9.99 µM; hit rate 0.05% among 350,000;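 active = mean replicate inhibition above about 25%, with every replicate also reaching it, limit read from the data, passing the limit was not always enough; inconclusive = only one of those two criteria met; inactive = neither criterion met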
Target sequence (Q15084 whole entry, looked up): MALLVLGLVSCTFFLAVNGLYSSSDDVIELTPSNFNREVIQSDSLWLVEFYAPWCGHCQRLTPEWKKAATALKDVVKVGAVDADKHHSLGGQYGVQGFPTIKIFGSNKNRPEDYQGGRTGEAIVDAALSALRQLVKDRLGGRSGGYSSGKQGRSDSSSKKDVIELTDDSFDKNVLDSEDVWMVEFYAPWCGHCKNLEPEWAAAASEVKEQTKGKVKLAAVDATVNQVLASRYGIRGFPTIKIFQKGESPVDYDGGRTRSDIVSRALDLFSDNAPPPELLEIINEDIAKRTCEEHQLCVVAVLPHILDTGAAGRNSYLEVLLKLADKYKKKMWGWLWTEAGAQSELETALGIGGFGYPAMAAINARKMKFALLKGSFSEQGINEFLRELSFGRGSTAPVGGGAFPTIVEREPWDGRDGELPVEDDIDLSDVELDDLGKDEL
ERAP1 HTS inh = inhibitors of human ERAP1 aminopeptidase | Q9NZ08 | recombinant ERAP1, Leu-AMC fluorescence, 60 min | inhibition, % at 10.7 µM | hit rate 0.15% among 340,000 | AID 652197;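 active = mean replicate inhibition of at least 30%, or all replicates individually reaching that 30% level; inactive = mean below 30% and not every replicate reaching it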;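 note: 0% = neutral control wells and 100% = L-leucinethiol positive control wells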
esBAF inh = SWI/SNF esBAF complex inhibition; mouse ES cells, Bmi1-luciferase knock-in reporter, 24 h; 100% = twice the neutral-well signal; reporter increase, % at 12.5 µM; hit rate 2% among 350,000; AID 602393; in the data active = activation above about 40%; inconclusive = no clear call, values can overlap the other calls;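 note: 0% = median of the plate's neutral control wells and 100% = double that signal; a rise in the Bmi1 reporter signal indicates esBAF inhibition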
Xi reactivation = X-chromosome reactivation activator. XiGFP mouse fibroblasts, % GFP-positive cells imaging, 3 d; cells co-treated with 5-aza-dC sensitizer; scaled so ellipticine positive control = 100%. activation, % at 7.58 µM. hit rate 0.055% among 360,000;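 active = mean normalized replicate activation at least 10% and every replicate at or above 10%; inconclusive = only one of the two criteria met; inactive = mean below 10% and not all replicates reach 10%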;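 note: 0% = median of on-plate neutral control wells and 100% = ellipticine 6 µM median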
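System: SV40-immortalized XiGFP fibroblast cells, line 68-5-11 / Incubation: 3-day compound exposure, then 15 min fixation at room temperature / Compound: single concentration per compound, delivered by pin transfer / Buffer or medium: DMEM plus 5-aza-dC sensitizer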
E-selectin induc = induces E-selectin expression in human endothelial cells. activation, % at 7.58 µM. hit rate 0.37% among 260,000. HUVEC E-selectin immunofluorescence imaging; normalized: neutral wells 0, TNF-alpha wells 100;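 active = mean E-selectin-positive cell signal at least 10% of the positive control, reached in at least 60% of replicates, without over 20% cell loss; inconclusive = no rule given, readout overlaps actives, possibly toxicity-flagged; inactive = the rest, including those meeting only one limit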;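 note: in these data hits start at about 27%; measured in HUVEC primary endothelial cells; signal is the percent of cells scored E-selectin positive by PE staining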
Target sequence (P16581 whole entry, looked up): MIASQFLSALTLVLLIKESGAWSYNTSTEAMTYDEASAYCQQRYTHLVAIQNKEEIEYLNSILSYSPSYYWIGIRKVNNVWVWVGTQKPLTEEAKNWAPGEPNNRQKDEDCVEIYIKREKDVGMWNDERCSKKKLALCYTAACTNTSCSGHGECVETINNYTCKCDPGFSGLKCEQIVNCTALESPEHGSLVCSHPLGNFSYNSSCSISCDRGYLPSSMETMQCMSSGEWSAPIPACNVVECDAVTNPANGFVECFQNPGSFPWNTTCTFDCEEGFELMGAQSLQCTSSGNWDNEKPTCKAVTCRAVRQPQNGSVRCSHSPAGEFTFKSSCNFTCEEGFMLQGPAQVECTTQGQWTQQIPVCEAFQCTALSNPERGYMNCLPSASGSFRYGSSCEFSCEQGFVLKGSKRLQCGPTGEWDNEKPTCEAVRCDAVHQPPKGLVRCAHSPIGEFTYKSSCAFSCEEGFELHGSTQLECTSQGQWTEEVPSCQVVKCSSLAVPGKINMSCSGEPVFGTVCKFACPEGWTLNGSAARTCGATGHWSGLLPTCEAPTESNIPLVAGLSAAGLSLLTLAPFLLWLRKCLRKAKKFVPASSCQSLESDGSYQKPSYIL
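assay system = HUVEC, human umbilical vein endothelial cells | input = 3,000 HUVEC seeded per well | medium = EGM-2 growth medium on 0.1% gelatin-coated wells | dosing = one compound dose added by pin transfer | signal = immunofluorescence imaging | read-out basis = % PE-positive cells | control set = TNF-alpha, DMSO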
RAD54 branch = blocks human RAD54 Holliday junction branch migration; AID 602329; inhibition, % at 10.4 µM; Q92698; FAM/BHQ fluorescence; hit rate 0.14% among 360,000;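 active = mean normalized replicate activity at least 40 and at least half of replicates scoring 40 or more; inconclusive = only one of the two criteria met; inactive = mean below 40 and under half of replicates reaching 40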;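 note: 0% = median of neutral control wells and 100% = median of positive control wells; inhibitors cause a drop in the FAM fluorescence signal; in these data hits start at about 50%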
S100A4 inh HTS = inhibitors of human S100A4 binding to myosin IIA peptide. S100A4/TAMRA-MyoIIA peptide fluorescence polarization. P26447. AID 652163. inhibition, % at 10.7 µM. hit rate 0.14% among 360,000;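 active = mean inhibition of at least 70% across replicates, with every replicate also reaching that level; inconclusive = mean inhibition reaches 70% but some replicates fall short; inactive = mean inhibition below 70%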
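assay system = human S100A4 monomer with TAMRA-labelled myosin IIA peptide | also added = labelled myosin peptide probe, 5 nM | incubation = 5 min between mix addition and reading | control set = DMSO and TFP controls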
RAD52 inh = inhibitors of human RAD52 DNA annealing. hit rate 0.46% among 360,000. P43351. inhibition, % at 18.7 µM. recombinant RAD52 DNA annealing, FRET fluorescence;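 active = every replicate showing at least 50% inhibition; inconclusive = mean inhibition at least 50% but not in every replicate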
Numbers without * were called inactive; ? = inconclusive; nt = not tested or not shown.

SMILES	ERp5 inh	ERAP1 HTS inh	esBAF inh	Xi reactivation	E-selectin induc	RAD54 branch	S100A4 inh HTS	RAD52 inh
CC1CCN(C(=S)c2cn(Cc3cccc(F)c3)c3ccccc23)CC1	-1	6	nt	0.0	-8.9	nt	-6	-12
CCCS(=O)(=O)NC(=O)C1(C)CCN(C(=O)c2cccnc2Oc2ccccc2)C1 (centres undefined)	0	1	6	0.3	-0.4	7	4	-8
CC(C)C(NC(=O)CNC(=O)OC(C)(C)C)C(=O)NCc1ccc(Cl)cc1 (centres undefined)	1	-4	nt	0.1	nt	nt	-10	-6
COc1ccc(NC(=O)Nc2ccc3c(c2)[C@@H]2C[C@H](CC(=O)N4CCCCC4)O[C@H](CO)[C@@H]2O3)cc1	10	-4	-2	0.0	-0.1	-1	-2	-7
O=C(COC(=O)CCSc1ccccc1)Nc1ccccc1Br	0	0	7	0.3	-1.7	-1	-1	-7
Cc1nnc(SCCCCSc2nnc(C)c(=O)[nH]2)[nH]c1=O	-1	-2	nt	0.0	nt	nt	1	-23
COc1ccc(OCC(=O)N/N=C(\C)c2cccs2)cc1	-1	-1	nt	-0.1	6.8	3	-2	-18
Cc1cc(OCC(=O)OCC(=O)NCc2ccc3c(c2)OCO3)ccc1Cl	3	1	19	-0.1	0.0	-2	-4	0
Cc1ccc(-n2ncc3c2CCCC3NC(=O)c2ocnc2C)cc1C (centres undefined)	-10	4	nt	0.0	-0.2	7	-8	-11
NC(=O)c1cccc(N=Cc2cc(Cl)cc(Cl)c2O)c1	-11	-2	0	0.0	nt	nt	-3	-28
Cc1c(Cl)cccc1NC(=S)N(CCN(C)C)C(C)c1ccco1 (centres undefined)	-4	-3	nt	0.5	-0.2	8	18	3
COc1cccc(C(c2cccc(OC)c2)c2ccccc2C(=O)O)c1	10	-3	8	0.0	-0.1	-8	-4	-11

Entries of single compounds as entered above.
CC1CCN(C(=S)c2cn(Cc3cccc(F)c3)c3ccccc23)CC1 is entered as ERp5 inh = -1; ERAP1 HTS inh = 6; esBAF inh = nt; Xi reactivation = 0.0; E-selectin induc = -8.9; RAD54 branch = nt; S100A4 inh HTS = -6; RAD52 inh = -12
CC(C)C(NC(=O)CNC(=O)OC(C)(C)C)C(=O)NCc1ccc(Cl)cc1 (centres undefined) is entered as ERp5 inh = 1; ERAP1 HTS inh = -4; esBAF inh = nt; Xi reactivation = 0.1; E-selectin induc = nt; RAD54 branch = nt; S100A4 inh HTS = -10; RAD52 inh = -6
Cc1c(Cl)cccc1NC(=S)N(CCN(C)C)C(C)c1ccco1 (centres undefined) is entered as ERp5 inh = -4; ERAP1 HTS inh = -3; esBAF inh = nt; Xi reactivation = 0.5; E-selectin induc = -0.2; RAD54 branch = 8; S100A4 inh HTS = 18; RAD52 inh = 3

The main list resumes, starting 2 compounds before the break.
SMILES	ERp5 inh	ERAP1 HTS inh	esBAF inh	Xi reactivation	E-selectin induc	RAD54 branch	S100A4 inh HTS	RAD52 inh
Cc1c(Cl)cccc1NC(=S)N(CCN(C)C)C(C)c1ccco1 (centres undefined)	-4	-3	nt	0.5	-0.2	8	18	3
COc1cccc(C(c2cccc(OC)c2)c2ccccc2C(=O)O)c1	10	-3	8	0.0	-0.1	-8	-4	-11
O=C(O)Cc1csc(-c2cccc(F)c2)n1	-5	-1	-2	0.0	nt	-2	-9	-7
CC(=O)Nc1nc(SCC(=O)NCc2ccc(F)cc2)[nH]c(=O)c1NC(=O)c1cccs1	4	-2	-8	0.3	-0.2	4	0	-13
CCOc1ccc(OCCC(=O)OCC(=O)Nc2cccc(S(=O)(=O)N3CCCCC3)c2)cc1	-1	-2	0	0.1	-0.1	1	3	-15
Cc1cnc(C(=O)Nc2cc(S(=O)(=O)N3CCOCC3)ccc2N2CCN(C)CC2)cn1	-16	4	nt	-0.1	-1.1	nt	3	0
COc1ccc(S(=O)(=O)N(C)CC(=O)N2CCC(C(N)=O)CC2)cc1	-1	-3	-11	nt	nt	8	3	0
Cn1cccc1Cc1nnc(SCC(=O)Nc2cccc(F)c2)n1CCc1ccccc1	3	0	-7	0.1	nt	-1	-3	-51
Cc1ccc(C(=O)N/N=C/c2ccc(-c3ccc(Br)cc3[N+](=O)[O-])o2)o1	1	4	4	0.1	nt	-18	-11	-63
CC(C)NC(=O)N[C@H]1CC[C@H](CCn2cc(-c3ccccc3)nn2)O[C@@H]1CO	-1	-1	3	-0.5	-0.6	-5	-2	11
CC(=O)NCC1(c2ccccc2)CCN(CC2COc3ccccc3O2)CC1 (centres undefined)	5	4	nt	0.0	0.1	nt	-1	-6
CCCCn1c(=O)[nH]c(=O)c2c1nc(-c1ccc(OC(F)F)c(OC)c1)n2C	-1	1	-11	0.0	0.1	3	-12	-12
Cc1ccc(-n2nnnc2CNC(=O)C(=O)c2c[nH]c3ccccc23)cc1C	-9	4	9	0.2	nt	5	-3	-149
COc1ccc(C2=Nc3ccccc3NC(=O)C2N(C(=O)c2cc3ccccc3[nH]2)c2ccccc2)cc1 (centres undefined)	-3	-2	48*	nt	-0.7	-6	-4	-15

3 consecutive entries out of the list so far:
SMILES	ERp5 inh	ERAP1 HTS inh	esBAF inh	Xi reactivation	E-selectin induc	RAD54 branch	S100A4 inh HTS	RAD52 inh
Cn1cccc1Cc1nnc(SCC(=O)Nc2cccc(F)c2)n1CCc1ccccc1	3	0	-7	0.1	nt	-1	-3	-51
Cc1ccc(C(=O)N/N=C/c2ccc(-c3ccc(Br)cc3[N+](=O)[O-])o2)o1	1	4	4	0.1	nt	-18	-11	-63
CC(C)NC(=O)N[C@H]1CC[C@H](CCn2cc(-c3ccccc3)nn2)O[C@@H]1CO	-1	-1	3	-0.5	-0.6	-5	-2	11

Continued.
SMILES	ERp5 inh	ERAP1 HTS inh	esBAF inh	Xi reactivation	E-selectin induc	RAD54 branch	S100A4 inh HTS	RAD52 inh
Cc1ccccc1/C=N/n1c(COc2ccccc2)n[nH]c1=S	-1	3	-11	0.1	-0.1	-3	-15	-18
CCOC(=O)NC(=O)C(=CNc1ccccc1OC)C(=O)NC(=O)OCC	-3	5	3	0.0	nt	5	-3	-14
CNC(=S)N(Cc1ccc(Cl)cc1)Cc1cccs1	0	2	nt	0.0	1.6	0	3	-6
CCOC(=O)N1CCN(S(=O)(=O)N2CCCC(C(=O)NCc3ccc(OC)cc3)C2)CC1 (centres undefined)	0	-1	0	0.0	nt	-8	-3	8
O=C(COC(=O)C1CCCO1)Nc1nc(-c2ccc(F)cc2)cs1 (centres undefined)	-6	-2	49*	-0.2	1.4	1	-8	-2
CCCN1C[C@H](C)[C@H](OC)CN(C)C(=O)c2cc(NC(=O)c3cnccn3)ccc2OC[C@@H]1C	6	0	0	0.0	0.8	2	-1	-13
O=C(CNC(=O)c1ccccc1Cl)OCC(=O)N1CCc2ccccc21	1	-4	24	0.1	2.2	-2	5	-17
Cn1cnnc1SCC(=O)Nc1ccc2nc(SCc3ccccc3Cl)sc2c1	4	1	26	nt	nt	4	0	-11
COc1ccc(NC(=O)CCSCCc2ccccn2)cc1OC	25	-2	-1	0.1	1.7	14	-8	-17
COc1ccc(NC(=O)C(Cc2ccccc2)n2cccc2)cc1OC (centres undefined)	4	-2	nt	0.0	nt	-2	-8	-13
CNC[C@H]1Oc2ccc(NC(=O)Nc3c(C)noc3C)cc2CC(=O)N([C@H](C)CO)C[C@@H]1C	-2	-4	-4	-0.5	-0.1	-13	-4	17
CC1c2cccn2CCN1S(=O)(=O)c1ccc(F)cc1 (centres undefined)	-3	1	-3	0.5	-0.4	-9	0	-11
O=C(NC1CCCC1)N1CCCCN2[C@H](C1)[C@H](c1ccc(-c3ccncc3)cc1)[C@@H]2CO	-1	1	nt	-0.1	-0.1	-3	0	2
CCc1nc2ccccc2c(C(=O)OCC(=O)NC(=O)c2cccn2C)c1C	7	nt	nt	nt	3.1	-6	-5	-16
Nc1nonc1-n1nnc(C(=O)N/N=C/c2ccc(F)cc2)c1-c1ccc2c(c1)OCO2	3	-1	0	0.0	nt	3	0	-10
Cc1cc(C(=O)OCC(=O)Nc2ccc(S(N)(=O)=O)cc2)c2ccccc2n1	-3	1	nt	0.0	nt	nt	-3	-16
COc1ccc(-c2csc(-c3ccc(C(=O)O)cc3)n2)cc1	3	-2	nt	0.1	0.1	nt	2	-9
CCC1(c2ccc(F)cc2)NC(=O)N(CC(=O)Nc2cc(C)on2)C1=O (centres undefined)	-7	3	-6	-0.1	nt	9	0	-2
CO[C@@H]1CN(C)C(=O)c2cc(NC(C)=O)ccc2OC[C@@H](C)N(C(=O)c2ccncc2)C[C@H]1C	-3	-1	2	0.5	0.0	-10	5	6
O=C(COC(=O)CNC(=O)c1cccc(Br)c1)Nc1nnc(-c2ccccc2)o1	-9	1	-7	0.2	nt	5	8	-28
O=C(O)C1Cc2ccccc2CN1C(=O)COc1ccc(Cl)cc1Cl (centres undefined)	-10	3	nt	0.0	nt	nt	-15	-15
CCCn1c(SCC(=O)N2CCCC(C)C2)nnc1-c1cccnc1 (centres undefined)	?	-8	nt	0.0	0.7	nt	-19	-6
CC(C)(CC(=O)O)Cc1nc(-c2ccc(Cl)cc2)no1	-3	-1	21	0.0	-1.6	-7	-5	2
Cc1ccc(NC(=O)C(NCc2ccccn2)c2ccccc2)cc1 (centres undefined)	1	nt	nt	0.0	6.0	nt	2	-35
O=C(c1ccc2ccccc2n1)N(CCO)Cc1ccccc1	3	1	-7	0.2	nt	-16	-3	-15
COc1ccc(-c2ccc([C@@H]3[C@@H](C#N)N(C(=O)CN(C)C)[C@@H]3CO)cc2)cc1	2	0	2	0.2	-0.6	-6	-4	-8
CC(NC(=O)COC(=O)C1CCN(c2ccc(C(F)(F)F)cn2)CC1)c1ccc(Br)cc1 (centres undefined)	-1	3	nt	0.1	nt	-6	-6	-18
C[C@@H]1CN([C@H](C)CO)C(=O)c2cc(NC(=O)Nc3ccc4c(c3)OCO4)ccc2O[C@H]1CN(C)Cc1ccccc1	0	-2	-1	-0.1	nt	12	-1	1
CC1(C)CC2(CC(C)(C)N1)OC(=O)N1CCc3ccccc3C12C (centres undefined)	-3	-1	-13	0.2	1.1	5	2	-15
COC(=O)Cc1c(C)c2ccc(OCC(=O)N3CCC(C)CC3)c(C)c2oc1=O	-6	-1	nt	0.0	-0.3	-3	7	-14
O=S1(=O)C=C[C@@H](COCc2ccccc2)N1Cc1ccc(Br)cc1	0	0	-3	0.0	-0.1	0	6	-13
CCn1c(C)nc2cc(C#N)ccc21	3	-2	-4	-0.1	2.2	-12	-3	-7
